High-throughput results as filed in PubChem.
aSyn rescue = alpha-synuclein toxicity inhibition in yeast; Potency, µM (titrated, usually from 46.1 µM), for the others: at the top dose growth rescue (activation), most hits filed as activators; Yeast expressing alpha-synuclein, growth rescue, BacTiter-Glo, 24 h; 0.14% of 370,000 active; also: potency is read from the fitted curve at half-maximal effect; % of control where 0% means no effect; nearly all actives have a fitted effect of over 65% in size
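Rescue of yeast growth: cells expressing toxic alpha-synuclein, induced in galactose at OD600 0.02, incubated with compound 24 h at 30 C. ATP luminescence quantified growth; inhibitors of toxicity appear as activators.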
Abeta yeast res = restores growth of yeast expressing A-beta42 peptide | Potency, µM (highest dose often 46.1 µM), without a hit: at the highest dose growth rescue, hits mostly activators | AID 1347071 | 0.063% of 410,000 active | yeast expressing A-beta42, growth rescue, OD600, 48 h; response scale: 0% DMSO, 100% iron-clioquinol control; also: potency is read from the fitted curve at half-maximal effect; nearly all actives have a fitted effect of over 55% in size
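Yeast growth medium received pinned compounds, then yeast cells expressing toxic A-beta were added; plates incubated at 30 C for 48 hr. Growth read as absorbance at 600 nm, normalized to DMSO and equimolar FeCl3 plus clioquinol controls.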
HEK293 tox = cytotoxicity in counter-screen for GLP-1R inverse agonists; HEK293 cAMP-luciferase reporter cells, luminescence, 24 h; Potency, µM (titrated, usually from 38.3 µM), for inactives: top-dose activity change, negative = inhibition, hits mostly inhibitors; 0.13% of 410,000 active;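 also: loss of luciferase light is scored as toxicity; potency is read from the fitted curve at half-maximal effect; % is scaled to controls: 0 for no effect and ±100 for the full control effect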
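MLSMR compounds, 24 hr on cells at 37 deg C/5% CO2; luminescence after luciferase reagent (12 min RT). Inhibition counted as the undesired cytotoxic outcome.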
GLP-1R inv ag = inverse agonists of human GLP-1 receptor; P43220; HEK293 GLP-1R CRE-luciferase, luminescence, 24 h; GLP-1R form is constitutively active; Potency, µM (doses to about 38.3 µM), for inactives: top-dose activity change, negative = inhibition, most hits filed as inhibitors; 1.6% of 410,000 active; AID 624417; also: potency is read from the fitted curve at half-maximal effect; % is scaled to controls: 0 for no effect and ±100 for the full control effect; nearly all actives have a fitted effect of over 55% in size
Target sequence (P43220 whole entry, looked up): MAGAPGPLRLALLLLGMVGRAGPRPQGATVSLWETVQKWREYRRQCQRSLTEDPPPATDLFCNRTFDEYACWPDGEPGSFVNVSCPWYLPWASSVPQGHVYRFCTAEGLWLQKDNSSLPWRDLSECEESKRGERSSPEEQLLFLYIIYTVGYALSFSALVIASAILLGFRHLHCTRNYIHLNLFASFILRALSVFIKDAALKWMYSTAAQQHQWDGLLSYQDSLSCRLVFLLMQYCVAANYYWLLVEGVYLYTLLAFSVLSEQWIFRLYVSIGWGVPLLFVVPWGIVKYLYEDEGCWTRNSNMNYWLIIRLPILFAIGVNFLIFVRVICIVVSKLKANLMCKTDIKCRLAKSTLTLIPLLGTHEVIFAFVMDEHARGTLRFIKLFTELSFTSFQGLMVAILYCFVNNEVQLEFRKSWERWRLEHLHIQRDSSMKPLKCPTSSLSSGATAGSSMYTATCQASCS
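Assay principle: reduced luminescence from a cAMP-responsive reporter in HEK293 cells co-expressing a constitutively active GLP-1R. Conditions: 24 hr compound incubation, 37 deg C, 5% CO2.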
TDP43 rescue = TDP-43 toxicity inhibition in yeast | TDP-43 expressing yeast growth rescue, BacTiter-Glo, 24 h | Potency, µM (titrated, usually from 46.1 µM), for inactives: at the highest dose growth rescue (activation), hits mostly activators | 1.8% of 410,000 active | AID 652104; also: potency is read from the fitted curve at half-maximal effect; % of control where 0% means no effect; nearly all actives have a fitted effect of over 50% in size
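Readout is BacTiter-Glo luminescence of cell growth, so inhibitors register as activators. TDP-43-expressing yeast at OD600=0.02 in galactose medium, after raffinose pregrowth to mid-log, were incubated with compound for 24 hr at 30 deg C.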
MmCpn inh = inhibitors of Methanococcus maripaludis chaperonin (MmCpn); Potency, µM (top dose mostly 76.9 µM), inactives show top-dose activity, negative = inhibition, hits mostly inhibitors; purified Mm-Cpn ATPase, ADP Transcreener TR-FRET; 0.031% of 330,000 active; also: potency is read from the fitted curve at half-maximal effect; % is scaled to controls: 0 for no effect and ±100 for the full control effect; nearly all actives have a fitted effect of over 80% in size
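Inhibition of chaperonin ATP hydrolysis is measured as reduced ADP production, detected by competitive TR-FRET in which signal falls with ADP. Final enzyme 25 nM and ATP 10 uM, reacted 30 min at 37°C.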
FUS suppressor = FUS proteinopathy suppression in yeast; S. cerevisiae FUS-expressing, growth rescue, OD600, 24 h; Potency, µM (highest dose often 76.6 µM), for the others: at the highest dose growth rescue (activation), actives largely listed as activators; 0.24% of 390,000 active; AID 1347120;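 also: potency is read from the fitted curve at half-maximal effect; plate controls were DMSO vehicle for no effect and reference control for full effect; nearly all actives have a fitted effect of over 55% in size; some results filed as inactive show a strong effect at the top dose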
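Quantitative HTS measuring growth restoration of FUS-toxic yeast. Galactose-induced cells (OD 0.005) were exposed 24hr at 30C to compounds at several concentrations, then absorbance at 600 nm was recorded.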
Akt phos inh = Akt phosphorylation inhibition; activity change, % for hits at 50 µM; Neuro2A IGF-stimulated pAkt S473 HTRF, 20 min; active compounds read low; AID 651550; 0.32% of 360,000 active; in the data active = activity change below about -80%; inconclusive = mostly about -51% to -80%; also: % is scaled to controls: 0 for no effect and ±100 for the full control effect
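Neuro2A cells in DMEM with 0.5% FBS, overnight at 37 deg C, given compound at single 50 µM final, then IGF (6 nM final) for 20 min at 37 deg C. Lysed; phospho-Akt Ser473 by HTRF after 24 h, 665/615 ratio.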
PTHR1 agonist = PTHR1 (human) receptor agonism; HEK293 GP2 PTHR1 cells, GloSensor cAMP luminescence, 1 h; Potency, µM (top dose mostly 115 µM), without a hit: at the top dose activation, usual class: activators; 0.075% of 410,000 active; AID 743266; also: potency is read from the fitted curve at half-maximal effect; nearly all actives have a fitted effect of over 55% in size; some results filed as inactive show a strong effect at the top dose; inactives centre near -15; many of its hits are not listed in these tables
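HEK-293-derived GP2 cells expressing PTHR1 and a GloSensor cAMP reporter, 3,000/well, plated overnight, given luciferin plus IBMX (each 0.5 mM as added) for 1 h at 37 °C, then compound for 1 h at 37 °C. Luminescence was read after 15 min at room temperature.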
* hit, by the source's call; i = inactive; ? = inconclusive; . = no result given; [ ] = dose if it differs, or a comment. Unless noted, calls follow the shape of the dose curve; as a rule, active = well fitted curve in the direction sought with a large enough effect; inconclusive = small, poorly fitted or top-dose-only effect, or another doubt; inactive = no such curve, though single readings can be large; an effect the other way counts as inactive or inconclusive. Only part of the results is shown; the hit share may differ from the screen's.

#	compound	aSyn rescue	Abeta yeast res	HEK293 tox	GLP-1R inv ag	TDP43 rescue
1	COc1ccc(/C(C)=N/N=C(N)N)c(OC)c1	-8%	-2%	-13%	-24%	-15%
2	O=C(c1ccc(Cl)cc1Cl)N1CCC(c2nc3c(nnn3Cc3ccco3)c(=O)[nH]2)CC1	4%	18%	-17%	42%[activator]	10%
3	C[C@H]1CCC2[C@](C)(CO)[C@@H](O)CC[C@]2(C)[C@@]12CCC(CO)(CCO)O2 (some centres not stated)	0%	8%	-15%	-1%	-9%
4	COc1ccc(Cl)cc1NC(=O)c1ccoc1C	2%	2%	8%	?	25%
5	C[C@H](NS(=O)(=O)c1c(Cl)cccc1Cl)C(=O)NNC(=O)COc1ccccc1F	3%	13%	3%	3%	9%
6	CCC(=O)N1CCc2cc(Br)cc(S(=O)(=O)Nc3ccc(C)cc3C)c21	.	-4%	0%	7%	12%
7	CCCCCn1c2nc3ccccc3nc2c2c(=O)n(CC(C)C)cnc21	-7%	-1%	-8%	17%	-2%
8	CCCNC(=O)CN(C)CC(=O)Nc1ccccc1C#N	0%	-2%	1%	13%	2%

#	MmCpn inh	FUS suppressor	Akt phos inh	PTHR1 agonist
1	1%	-10%	i	i
2	0%	23%	.	i
3	1%	5%	i	i
4	1%	13%	i	-15%[57.5 µM]
5	-1%	-23%	i	-50%[inhibitor]
6	.	0%	.	-3%
7	-10%	4%	i	i
8	2%	-4%	i	i

Next section
#	compound	aSyn rescue	Abeta yeast res	HEK293 tox	GLP-1R inv ag	TDP43 rescue
9	COc1ccc(N2CCN(C(=O)C3CCN(S(=O)(=O)c4ccccc4)CC3)CC2)cc1	5%	-8%	-3%	-33%	-14%[9.22 µM]
10	Cc1ccccc1C(=O)Nc1cccc(NC(=O)c2ccc(F)cc2)c1	11%	11%	1%	10µM*	14%
11	CS(=O)(=O)N(CC(=O)N1CCN(Cc2ccccc2)CC1)c1ccc2c(c1)OCCO2	1%	7%	2%	-5%	-12%
12	C=CCNC(=S)N1CCN(Cc2ccccc2)CC1	1%	4%	2%	20%	21%
13	CCCCOc1cccc(C(=O)Nc2ccc(N3CCN(CC)CC3)cc2)c1	0%	-13%	7%	?	2%
14	CCN(CC)S(=O)(=O)c1cccc(C(=O)N2CCCCC2)c1	-5%	-15%	-7%	2%	-14%
15	Cc1ccc2c(CN(Cc3ccccc3)Cc3ccccc3)cc(=O)oc2c1	-1%	4%	3%	?	?
16	CCc1ccc(-n2nnc(-c3nc(-c4ccccc4)no3)c2C)cc1	.	-4%	-12%	-1%	3%

#	MmCpn inh	FUS suppressor	Akt phos inh	PTHR1 agonist
9	0%	16%	i	-10%
10	3%	2%	i	i
11	-2%	16%	i	-53%[inhibitor]
12	-1%	-56%	i	-20%
13	-2%	-1%	i	i
14	-1%	18%	i	i
15	.	29%	i	i
16	.	0%	.	-44%[inhibitor]

More records
#	compound	aSyn rescue	Abeta yeast res	HEK293 tox	GLP-1R inv ag	TDP43 rescue
17	COc1ccc(CCNc2nc(SCc3cccc(F)c3)nc3ccccc23)cc1OC	.	-7%	3%	11%	3%
18	CCC(C(=O)N1CCN(c2ccccc2)CC1)n1c(C)c2cnn(-c3ccccc3)c(=O)c2c1C (configuration not stated)	.	-9%	2%	-14%	20%
19	Cc1nnc(NC(=O)c2nc(S(=O)(=O)Cc3ccccc3C)ncc2Cl)s1	24%	-26%	?	?	8%
20	O=C(CN1CCC(C(=O)c2ccc3c(c2)OCCO3)CC1)NCc1ccc(F)cc1	0%	1%	1%	?	-2%
21	O=C(Nc1ccc(SC(F)F)cc1)c1cc(-c2cccs2)on1	.	-9%	1%	0%	11%
22	O=C(NCc1ccc(F)cc1F)[C@@H]1CCCN1C(=O)[C@@H]1CCCN1C(=O)c1cccc(Cl)c1	-2%	-5%	-2%	24%	-8%
23	CC1CC(C)CN(S(=O)(=O)N2CCCC(C(=O)NCCc3ccccc3)C2)C1 (configuration not stated)	6%	9%	-13%	?	16%

#	MmCpn inh	FUS suppressor	Akt phos inh	PTHR1 agonist
17	.	0%	.	i
18	.	?	.	-10%
19	3%	32%	i	-37%[inhibitor]
20	0%	6%	i	-10%
21	.	-2%	.	i
22	.	-7%	i	i
23	-2%	5%	i	i

Reformatted: results already given.
10: Cc1ccccc1C(=O)Nc1cccc(NC(=O)c2ccc(F)cc2)c1
11: CS(=O)(=O)N(CC(=O)N1CCN(Cc2ccccc2)CC1)c1ccc2c(c1)OCCO2
12: C=CCNC(=S)N1CCN(Cc2ccccc2)CC1
13: CCCCOc1cccc(C(=O)Nc2ccc(N3CCN(CC)CC3)cc2)c1
14: CCN(CC)S(=O)(=O)c1cccc(C(=O)N2CCCCC2)c1
15: Cc1ccc2c(CN(Cc3ccccc3)Cc3ccccc3)cc(=O)oc2c1
16: CCc1ccc(-n2nnc(-c3nc(-c4ccccc4)no3)c2C)cc1
17: COc1ccc(CCNc2nc(SCc3cccc(F)c3)nc3ccccc23)cc1OC
18: CCC(C(=O)N1CCN(c2ccccc2)CC1)n1c(C)c2cnn(-c3ccccc3)c(=O)c2c1C (configuration not stated)
19: Cc1nnc(NC(=O)c2nc(S(=O)(=O)Cc3ccccc3C)ncc2Cl)s1
assay / compound,10,11,12,13,14,15,16,17,18,19
aSyn rescue,11%,1%,1%,0%,-5%,-1%,.,.,.,24%
Abeta yeast res,11%,7%,4%,-13%,-15%,4%,-4%,-7%,-9%,-26%
HEK293 tox,1%,2%,2%,7%,-7%,3%,-12%,3%,2%,?
GLP-1R inv ag,10µM*,-5%,20%,?,2%,?,-1%,11%,-14%,?
TDP43 rescue,14%,-12%,21%,2%,-14%,?,3%,3%,20%,8%
MmCpn inh,3%,-2%,-1%,-2%,-1%,.,.,.,.,3%
FUS suppressor,2%,16%,-56%,-1%,18%,29%,0%,0%,?,32%
Akt phos inh,i,i,i,i,i,i,.,.,.,i
PTHR1 agonist,i,-53%[inhibitor],-20%,i,i,i,-44%[inhibitor],i,-10%,-37%[inhibitor]

20: O=C(CN1CCC(C(=O)c2ccc3c(c2)OCCO3)CC1)NCc1ccc(F)cc1
21: O=C(Nc1ccc(SC(F)F)cc1)c1cc(-c2cccs2)on1
22: O=C(NCc1ccc(F)cc1F)[C@@H]1CCCN1C(=O)[C@@H]1CCCN1C(=O)c1cccc(Cl)c1
23: CC1CC(C)CN(S(=O)(=O)N2CCCC(C(=O)NCCc3ccccc3)C2)C1 (configuration not stated)
assay / compound,20,21,22,23
aSyn rescue,0%,.,-2%,6%
Abeta yeast res,1%,-9%,-5%,9%
HEK293 tox,1%,1%,-2%,-13%
GLP-1R inv ag,?,0%,24%,?
TDP43 rescue,-2%,11%,-8%,16%
MmCpn inh,0%,.,.,-2%
FUS suppressor,6%,-2%,-7%,5%
Akt phos inh,i,.,i,i
PTHR1 agonist,-10%,i,i,i

Retrieved one by one from above:
#	compound	aSyn rescue	Abeta yeast res	HEK293 tox	GLP-1R inv ag	TDP43 rescue
17	COc1ccc(CCNc2nc(SCc3cccc(F)c3)nc3ccccc23)cc1OC	.	-7%	3%	11%	3%
19	Cc1nnc(NC(=O)c2nc(S(=O)(=O)Cc3ccccc3C)ncc2Cl)s1	24%	-26%	?	?	8%

#	MmCpn inh	FUS suppressor	Akt phos inh	PTHR1 agonist
17	.	0%	.	i
19	3%	32%	i	-37%[inhibitor]
